# IL-2 act: activates IL-2 in a cell-based reporter assay. IL-2 activation reporter assay, cell-based qHTS; stimulated with anti-CD3/CD4/CD28 beads; in transgenic mouse T cells. activation, % (series mostly up to about 46 µM). 360,000 compounds, 0.065% hits. AID 652025; in the data active means activation above about 50%; inconclusive means mostly about 30% to 49%; further: 0% is about no effect
#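 Unstimulated transgenic mouse T cells, 750 per well, received compound and, after 60 minutes, anti-CD3/anti-CD4 bead plus anti-CD28 stimulation. EGFP and DsRed were quantified after 18 hours.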
# GLP-1R inv ag: acts as inverse agonist at human GLP-1 receptor; HEK293 GLP-1R CRE-luciferase, luminescence, 24 h; GLP-1R form is constitutively active; Potency, µM (top dose mostly 38.3 µM), inactives show at the top dose activity change, negative = inhibition, usual class: inhibitors; 410,000 compounds, 1.6% hits; further: potency means the concentration at half of the fitted maximal effect; on the % scale 0 is the no-effect control and ±100 the full control effect; nearly all actives have a fitted effect of over 55% in size
#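 Luminescence readout: a drop in cAMP-driven luciferase signal flags inverse agonism at a constitutively active GLP-1R stably expressed in HEK293. Compound exposure lasted 24 hr at 37 deg C, 5% CO2.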
# WRN inhibitor: blocks human WRN helicase | Q14191 | WRN helicase unwinding, fluorescent forked duplex, kinetic | Potency, µM (top dose mostly 114 µM), for inactives: at the top dose activity change, negative = inhibition, hits mostly inhibitors | 360,000 compounds, 0.46% hits | AID 651768; further: potency means the concentration at half of the fitted maximal effect; on the % scale 0 is the no-effect control and ±100 the full control effect; nearly all actives have a fitted effect of over 55% in size
#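 Kinetic fluorescence helicase assay: unwinding of a quenched forked DNA duplex (100 nM final) with 2 mM ATP final raises red fluorescence (525/598 nm). Compounds sat 15 min at room temperature with 20 nM WRN beforehand.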
# DRD3 antagonist: antagonists of human D3 dopamine receptor; P35462; D3R cells, DiscoveRx beta-arrestin luminescence, antagonist mode; hits give low values; max response, negative = inhibition, %; 360,000 compounds, 2.5% hits; AID 652054; in the data active means max response below about -50%; inconclusive means no clear call, values can overlap the other calls; further: on the % scale 0 is the no-effect control and ±100 the full control effect; mostly tested at two doses, the higher about 12 µM
# Target sequence (P35462 whole entry, looked up): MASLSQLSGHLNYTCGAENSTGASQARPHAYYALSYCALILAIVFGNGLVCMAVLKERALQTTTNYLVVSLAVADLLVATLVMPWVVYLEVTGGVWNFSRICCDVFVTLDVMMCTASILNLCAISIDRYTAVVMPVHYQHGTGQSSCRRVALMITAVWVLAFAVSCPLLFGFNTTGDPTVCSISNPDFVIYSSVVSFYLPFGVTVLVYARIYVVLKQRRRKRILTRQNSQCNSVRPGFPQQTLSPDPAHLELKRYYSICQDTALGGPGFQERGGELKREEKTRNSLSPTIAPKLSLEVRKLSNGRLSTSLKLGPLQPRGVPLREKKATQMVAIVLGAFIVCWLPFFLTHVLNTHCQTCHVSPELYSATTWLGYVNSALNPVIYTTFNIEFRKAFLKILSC
#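 Cells plated overnight at 1500 cells/well, then exposed to library compounds with dopamine controls for 90 minutes at 37 degrees C. DiscoveRx reagent added for 30–60 minutes at room temperature; luminescence read, quantitative HTS format.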
# PI5P4Ka inh: inhibitors of human PI5P4K alpha. P48426. PI5P4Kalpha enzyme, ADP-Glo luminescence, 60 min; hits give low values. max response, %. 330,000 compounds, 1.2% hits. AID 652105; active means max response of -50% or lower; inconclusive means between -30% and -50%; inactive means -30% or higher; further: value at the top dose of about 77 µM; on the % scale 0 is the no-effect control and ±100 the full control effect
#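 Controls without substrate or without enzyme flank wells where PI5P4Kalpha converts substrate using 5 microM ATP (final). Incubation lasts 60 minutes at room temperature; ADP formed is read by ADP-Glo luminescence.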
# GLP1R cytotox: cytotoxicity counter-screen for GLP-1 receptor inverse agonists; 410,000 compounds, 0.13% hits; AID 624418; HEK293 cAMP-luciferase reporter cells, luminescence, 24 h; Potency, µM (highest dose often 38.3 µM), for inactives: top-dose activity change, negative = inhibition, usual class: inhibitors;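 further: loss of luciferase light is scored as toxicity; potency means the concentration at half of the fitted maximal effect; on the % scale 0 is the no-effect control and ±100 the full control effect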
#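 Seeding density was 200 cells/uL; after overnight-length (12 h) culture, 23 nL compounds went on for 24 h at 37 °C. Readout used a luciferase detection reagent, luminescence taken after 12 min at room temperature.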
# GLP1R ag: GLP-1 receptor (human) agonism; Potency, µM (doses to about 45.6 µM), without a hit: top-dose activation, usual class: activators; HEK293 GLP-1R CRE-luciferase, luminescence, 4-6 h; cells express a hypersensitive GLP-1R form; 380,000 compounds, 0.007% hits; P43220; AID 624172; further: potency means the concentration at half of the fitted maximal effect; % of control where 0% means no effect
# PLK1 PBD block: PLK1 (human) polo-box domain binding inhibition; Potency, µM, inactives show max response, negative = inhibition, actives largely listed as inhibitors; 360,000 compounds, 2.8% hits; Plk1 PBD binding of FITC phosphopeptide, fluorescence polarization; further: potency means the concentration at half of the fitted maximal effect; series mostly up to about 57 µM; on the % scale 0 is the no-effect control and ±100 the full control effect; nearly all actives have a fitted effect of over 65% in size
# Target sequence (P53350 whole entry, looked up, the tested form may be a part): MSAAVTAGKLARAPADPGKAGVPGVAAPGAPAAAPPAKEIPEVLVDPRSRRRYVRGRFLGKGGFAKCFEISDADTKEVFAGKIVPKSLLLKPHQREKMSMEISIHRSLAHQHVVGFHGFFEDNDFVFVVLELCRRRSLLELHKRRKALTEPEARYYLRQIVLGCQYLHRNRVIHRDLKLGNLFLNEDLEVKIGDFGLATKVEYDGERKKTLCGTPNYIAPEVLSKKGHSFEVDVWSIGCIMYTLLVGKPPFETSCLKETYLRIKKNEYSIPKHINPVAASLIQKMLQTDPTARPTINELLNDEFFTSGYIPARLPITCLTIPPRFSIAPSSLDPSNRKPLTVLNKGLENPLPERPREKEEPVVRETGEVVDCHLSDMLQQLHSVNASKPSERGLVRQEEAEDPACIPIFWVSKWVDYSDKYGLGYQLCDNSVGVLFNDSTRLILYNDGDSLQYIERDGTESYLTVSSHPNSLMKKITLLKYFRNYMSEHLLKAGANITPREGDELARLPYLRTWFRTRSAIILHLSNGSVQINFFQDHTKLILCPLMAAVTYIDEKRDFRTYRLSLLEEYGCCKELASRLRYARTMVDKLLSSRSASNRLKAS
# D3 ag: activates the human D3 dopamine receptor; P35462; D3R DiscoveRx beta-arrestin cells, luminescence, 90 min; max activation, %; 410,000 compounds, 0.58% hits; in the data active means max activation above about 30%; further: 0% is about no effect; mostly tested at two doses, the higher about 12 µM
#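 Cells at 1500/well, incubated overnight, then treated with pinned compounds (dopamine as control) for 90 min at 37 degrees C. DiscoveRx reagent added for 30 - 60 minutes at room temperature; luminescence read.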
# * marks the source's active call; other numbers are inactive results; ? = inconclusive; nt = not tested or not shown; [ ] = another dose, or the depositor's remark. Unless noted, the call rests on the fitted dose curve; in most records, active means well fitted curve in the direction sought with a large enough effect; inconclusive means small, poorly fitted or top-dose-only effect, or another doubt; inactive means no such curve, though single readings can be large; an effect the other way counts as inactive or inconclusive.
1	CCn1c(SCC(=O)N2CCOCC2)nnc1C(C)NC(=O)c1ccccc1 (stereo unspecified)
2	COc1ccc(NS(=O)(=O)c2cc(NC(=O)C3CCCO3)ccc2N2CCCCC2)cc1 (stereo unspecified)
3	Clc1ccc(COc2ccccn2)cc1Cl
4	CC(C)Oc1ccc(C(=O)Nc2cccc3cccnc23)cc1
5	C[C@H](CO)N1C[C@H](C)[C@@H](CN(C)C(=O)NC2CCCCC2)Oc2c(NC(=O)Nc3ccccc3)cccc2C1=O
6	Nc1nonc1C(=O)N/N=C/c1cc(Br)ccc1O
7	C=CCOc1ccc(C2/C(=C(\O)c3c(C)[nH]c(C(=O)OC)c3C)C(=O)C(=O)N2CCN(C)C)cc1 (stereo unspecified)
8	CCOC(=O)c1cnc(SCC(=O)OC)nc1N
Assay by compound | 1 | 2 | 3 | 4 | 5 | 6 | 7 | 8
IL-2 act | -1.3 | -1.1 | -0.2 | 2.3 | -0.3 | -0.3 | 0.2 | 0.0
GLP-1R inv ag | 2% | ? | -16% | 5% | 26% | ? | 5% | 13%
WRN inhibitor | 4% | -4%[57.1 µM] | 5% | 1% | -7% | ? | 0% | -7%
DRD3 antagonist | 0 | -8 | -29 | -6 | 29 | 15 | 8 | 8
PI5P4Ka inh | -10 | -1 | -5 | -4 | -2 | -2 | 6 | 6
GLP1R cytotox | 2% | ? | -20% | -7% | 2% | -7% | -7% | 2%
GLP1R ag | -5% | 7% | -1% | -4% | -3% | 0% | -10% | 0%
PLK1 PBD block | -8% | -14% | 0% | -8% | -7% | 2% | -6% | -2%
D3 ag | 0 | -8 | 2 | -1 | -6 | 14 | 4 | 0

9	COc1cccc(CNC(=O)c2cnc(-c3ccccn3)nc2C(F)(F)F)c1
10	Cc1ccc2c(CN3CC(C)CC(C)C3)cc(=O)oc2c1 (stereo unspecified)
11	CC1(C)CC(C)(c2ccc(O)cc2O)N(c2ccc3ccccc3c2)C(=S)N1 (stereo unspecified)
12	Nc1nonc1-n1nnc(C(=O)N/N=C/c2cc(Br)cs2)c1-c1ccccc1
13	Cc1cccc(N2CCN(S(=O)(=O)c3cc(-c4cc(C)no4)ccc3C)CC2C)c1 (stereo unspecified)
14	O=C(O)CN1C(=O)/C(=C/c2ccc(SCc3ccccc3)o2)SC1=S
15	CC(C)c1cc(C(=O)Nc2cc(Cl)ccc2O)no1
16	CCSc1nnc(-c2cc(Br)ccc2N=Cc2c(C)[nH]n(-c3ccccc3)c2=O)c(=O)[nH]1
Assay by compound | 9 | 10 | 11 | 12 | 13 | 14 | 15 | 16
IL-2 act | -0.6 | -5.4 | 0.1 | -0.3 | -1.8 | 0.3 | -0.1 | 1.8
GLP-1R inv ag | -12% | ? | ? | ? | 4µM* | 6% | -27% | 1%
WRN inhibitor | -5% | 1% | -27% | -1% | 0% | ? | 2% | ?
DRD3 antagonist | -13 | -4 | -62* | ? | -29 | -14 | -13 | -12
PI5P4Ka inh | 1 | 8 | -19 | 7 | 1 | ? | nt | -8
GLP1R cytotox | 5% | -8% | ? | -28% | -12% | -16% | 8% | 5%
GLP1R ag | 1% | 9% | -4% | 3% | -3% | -1% | -9% | 0%
PLK1 PBD block | 0% | -2% | -7% | -1% | -7% | 10% | -4% | ?
D3 ag | -2 | -3 | -24 | -20 | 4 | -3 | 1 | 1

17	COC(=O)C1=C(C)N(Cc2ccccc2)C(=NCc2ccco2)N[C@H]1c1cccc(F)c1
18	CCOc1ccccc1CNc1nc2nc3c(c(=O)n2[nH]1)CCC3
19	C[C@H](NC(=O)c1ccco1)C(=O)Nc1ccc(C#N)cc1
20	COc1cc2c(cc1OC)C1=C(C#N)CCC(=O)N1CC2
21	CCCC[C@H]1COCCS(=O)(=O)N1Cc1ccc(C)cc1
22	COc1cc2c(cc1OC)C1CCc3cc4c(cc3C1N=C2)OCO4 (stereo unspecified)
23	CC(C)(O)C#Cc1ccc(CN2CCN(Cc3ccccc3)C(CCO)C2)cc1 (stereo unspecified)
24	O=C(CSc1ccccc1)Nc1ccc(N2CCOCC2)c(F)c1
Assay by compound | 17 | 18 | 19 | 20 | 21 | 22 | 23 | 24
IL-2 act | -3.2 | 0.1 | -0.1 | -2.2 | -0.3 | -3.3 | -0.2 | 2.2
GLP-1R inv ag | 4% | 3% | 5% | 157%[activator] | ? | 6% | ? | 7%
WRN inhibitor | -3% | -6% | -3% | 0% | -2% | -1% | -8% | 14%
DRD3 antagonist | -15 | 44 | -19 | -7 | -22 | 18 | -1 | -10
PI5P4Ka inh | -10 | 7 | 3 | 1 | 6 | -6 | 9 | 2
GLP1R cytotox | -3% | 3% | -3% | -23% | -2% | 3% | -10% | 2%
GLP1R ag | 2% | -7% | 6% | ? | -3% | -2% | 5% | 4%
PLK1 PBD block | 4% | -2% | -8% | -10% | 4% | -5% | 0% | 4%
D3 ag | 5 | 10 | -6 | -2 | -10 | 0 | -26 | -4

# Two records drawn at random from those above, as already listed:
24	O=C(CSc1ccccc1)Nc1ccc(N2CCOCC2)c(F)c1
21	CCCC[C@H]1COCCS(=O)(=O)N1Cc1ccc(C)cc1
Assay by compound | 24 | 21
IL-2 act | 2.2 | -0.3
GLP-1R inv ag | 7% | ?
WRN inhibitor | 14% | -2%
DRD3 antagonist | -10 | -22
PI5P4Ka inh | 2 | 6
GLP1R cytotox | 2% | -2%
GLP1R ag | 4% | -3%
PLK1 PBD block | 4% | 4%
D3 ag | -4 | -10

# New compounds follow
25	Cc1ccc(CCC(=O)Nc2ccc([N+](=O)[O-])cc2)o1
26	Cc1cccc(-n2nnnc2SCC(=O)Nc2ccc(N3CCN(C)CC3)cc2)c1
27	Cc1ccc(C(C)C)c(OCC(=O)OCC(=O)c2c(N)n(C)c(=O)n(C)c2=O)c1
28	O=C(OCn1ncc(Br)c(Br)c1=O)c1ccc(F)cc1
29	CCOc1cc(Br)c(CC(=O)NC2CCCCCC2)cc1OCC
30	COc1ccc(S(=O)(=O)NC(=O)C2(C)CCN2C(=O)C2(c3ccccc3)CCCC2)cc1 (stereo unspecified)
31	Cc1ccc(S(=O)(=O)N2CCC(=O)N(CCOCc3ccccc3)CC2)cc1
32	CN(C)/C=C(\C=O)c1cccc(Cl)c1
Assay by compound | 25 | 26 | 27 | 28 | 29 | 30 | 31 | 32
IL-2 act | -4.5 | -2.1 | -0.1 | -1.0 | 0.4 | -0.4 | 0.0 | -4.3
GLP-1R inv ag | ? | ? | -2% | ? | ? | 1% | 10% | 3%
WRN inhibitor | 7% | 3% | -16% | ? | 8% | 8% | 7% | 5%[57.1 µM]
DRD3 antagonist | -19 | 1 | -8 | -83* | 3 | -12 | 6 | 0
PI5P4Ka inh | 0 | 3 | 2 | -11 | 4 | 0 | -4 | -4
GLP1R cytotox | -10% | -18% | 1% | ? | 19% | -4% | 4% | 7%
GLP1R ag | -2% | 3% | 6% | -6% | 24% | -1% | 6% | 1%
PLK1 PBD block | -3% | ? | 1% | 9.5µM* | -6% | 0% | 1% | 2%
D3 ag | -4 | -13 | -1 | -13 | 8 | 1 | -12 | -4

33	Cc1nc(C(=O)Nc2ccc(Cl)cc2Cl)nn1-c1cc(OC(C)C)c(Cl)cc1Cl
34	CNC(=O)CS(=O)CC(=O)Nc1cc(OCCOC)c(Cl)cc1Cl (stereo unspecified)
35	CC(C)Cc1nc2oc3c(N4CCN(CCO)CC4)ncnc3c2c2c1CCCC2
36	COc1ccc(NC(=O)c2cc(C3CC3)nc3c2cnn3C(C)C)cc1OC
37	O=C(c1ccccc1)c1nccn1-c1ccc(Cl)nn1
38	Cn1nccc1/C=C(/C#N)S(=O)(=O)c1ccccc1
39	CCOc1ccccc1NC(=O)CSc1nc2[nH]ncc2c(=O)[nH]1
40	O=c1cc(N2CCCCC2)c(-c2ccccc2)nn1Cc1ccc(Cl)cc1
Assay by compound | 33 | 34 | 35 | 36 | 37 | 38 | 39 | 40
IL-2 act | -0.6 | 1.0 | -1.3 | 1.0 | -2.1 | -2.3 | -0.6 | 0.4
GLP-1R inv ag | 5% | 9% | 11% | ? | 3% | 3% | 8% | -30%
WRN inhibitor | -1% | -1% | 0% | -5% | -10% | -5% | -1% | -11%
DRD3 antagonist | -5 | 13 | 7 | 0 | -1 | -56* | -19 | -15
PI5P4Ka inh | 1 | -1 | 8 | -2 | -2 | ? | 0 | -4
GLP1R cytotox | 2% | 0% | -16% | 2% | -8% | -12% | 1% | -2%
GLP1R ag | -10% | 0% | 0% | -4% | 0% | 0% | 1% | -5%
PLK1 PBD block | -4% | -2% | 1% | -11% | -16% | 11µM* | 6% | -3%
D3 ag | 0 | -6 | 2 | -4 | 6 | 1 | -4 | -2

# Filtered by structure, the compounds so far with an aryl thioether with sulfur outside any ring
1	CCn1c(SCC(=O)N2CCOCC2)nnc1C(C)NC(=O)c1ccccc1 (stereo unspecified)
8	CCOC(=O)c1cnc(SCC(=O)OC)nc1N
14	O=C(O)CN1C(=O)/C(=C/c2ccc(SCc3ccccc3)o2)SC1=S
16	CCSc1nnc(-c2cc(Br)ccc2N=Cc2c(C)[nH]n(-c3ccccc3)c2=O)c(=O)[nH]1
24	O=C(CSc1ccccc1)Nc1ccc(N2CCOCC2)c(F)c1
26	Cc1cccc(-n2nnnc2SCC(=O)Nc2ccc(N3CCN(C)CC3)cc2)c1
39	CCOc1ccccc1NC(=O)CSc1nc2[nH]ncc2c(=O)[nH]1
Assay by compound | 1 | 8 | 14 | 16 | 24 | 26 | 39
IL-2 act | -1.3 | 0.0 | 0.3 | 1.8 | 2.2 | -2.1 | -0.6
GLP-1R inv ag | 2% | 13% | 6% | 1% | 7% | ? | 8%
WRN inhibitor | 4% | -7% | ? | ? | 14% | 3% | -1%
DRD3 antagonist | 0 | 8 | -14 | -12 | -10 | 1 | -19
PI5P4Ka inh | -10 | 6 | ? | -8 | 2 | 3 | 0
GLP1R cytotox | 2% | 2% | -16% | 5% | 2% | -18% | 1%
GLP1R ag | -5% | 0% | -1% | 0% | 4% | 3% | 1%
PLK1 PBD block | -8% | -2% | 10% | ? | 4% | ? | 6%
D3 ag | 0 | 0 | -3 | 1 | -4 | -13 | -4
